High-throughput results from PubChem.
MrgX1 agonist: agonists of human MrgX1 receptor, primary screen, HEK293 cells, Fluo-4 calcium flux; actives 0.44% (n = 310,000); B-score at 10 µM; Fluo-4 calcium fluorescence, agonist mode; active compounds read high; Mas-related G-protein coupled receptor member X1 (Homo sapiens), Q96LB2;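 active means calcium response B-score plate-corrected fluorescence ratio at least 3 library SD, with starting fluorescence B-score inside 5 SD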
Target sequence (Q96LB2 whole entry, looked up): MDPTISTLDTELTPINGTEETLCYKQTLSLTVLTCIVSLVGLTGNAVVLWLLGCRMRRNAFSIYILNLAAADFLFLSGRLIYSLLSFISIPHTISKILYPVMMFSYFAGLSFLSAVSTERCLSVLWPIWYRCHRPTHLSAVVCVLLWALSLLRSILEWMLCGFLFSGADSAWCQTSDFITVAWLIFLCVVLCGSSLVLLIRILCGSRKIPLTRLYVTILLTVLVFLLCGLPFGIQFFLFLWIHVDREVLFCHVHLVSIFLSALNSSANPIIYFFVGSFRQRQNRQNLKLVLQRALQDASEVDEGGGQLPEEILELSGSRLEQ
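System – MrgX1-expressing HEK293 cells · Incubation – cells plated overnight, dye loaded 0.5 h 37 °C, 0.5 h room temperature · Technique – kinetic Fluo-4 NW fluorescence of intracellular calcium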
SKKanGAS inh: S. pyogenes SKKanGAS growth inhibitors in kanamycin, primary screen, streptokinase expression inhibitor project, SKKanGAS strain, BacTiter-Glo luminescence; 6 h; inhibition, % at 7.5 µM; actives 1.3% (n = 300,000); AID 1662, 2009;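 active means mean replicate score, as percent of positive control median, at least 50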;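 further: strain carries kanamycin resistance gene driven by streptokinase promoter and grows in 40 µg/ml kanamycin; loss of luminescence reflects streptokinase promoter inhibition or plain growth inhibition; 0% = median of DMSO wells and 100% = positive control at its reference dose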
MrgX1 PAM: positive allosteric modulators of MrgX1, primary screen, HEK293 cells, Fluo-4 calcium flux. Mas-related G-protein coupled receptor member X1 (Homo sapiens), Q96LB2. FDSS; active compounds read high. B-score at 10 µM. actives 0.63% (n = 310,000). AID 588675, 2011;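 active means plate-corrected calcium response at least 3 library SD above typical, normal starting fluorescence, not activating the receptor alone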;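 further: compound read alongside a low EC10 to EC30 dose of BAM8-22 agonist; peak minus trough fluorescence over baseline measured at the second addition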
Platelet DG rel: inhibitors of platelet dense granule secretion, primary screen, cell-based, MLPCN, human platelets; human platelet-rich plasma, SFLLRN dense granule ATP release, luminescence; AID 1663, 2009; actives 0.22% (n = 300,000); inhibition, %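 (compounds screened at 7.5 µM in platelet-rich plasma)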;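 active means mean replicate score, as percent of positive control, at or above 50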
RGS4 act: RGS4 potentiators or activators, primary screen, cell-based, HEK293 M3R inducible RGS4, calcium flux; carbachol calcium flux Fluo4; active compounds read low; B-score at 10 µM; actives 0.92% (n = 310,000); AID 463111, 2010;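 active means B-score of the integrated calcium signal more than 4 SD below the library mean, with starting fluorescence not abnormally high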;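 further: negative B-score means reduced calcium response which marks RGS4 activation or potentiation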
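Test system: HEK293 cells with stable M3R and inducible RGS4; also added: carbachol at ECmax as muscarinic agonist stimulus; schedule: dye loading 30 min 37 °C, buffer rest 30 min RT; technique: kinetic calcium fluorescence imaging with Fluo4-AM dye, 2 µM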
HIF activator: HIF pathway transcriptional activators, primary screen, cell-based, U2OS HRE-luciferase, luminescence. U2OS HRE-luciferase reporter; normalized: DMSO 0%, desferrioxamine 100%. activation, % at 7.5 µM (by protocol). actives 0.32% (n = 300,000). AID 1910, 2009;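 active means mean activation of at least 10% of the iron chelator positive control signal, with at least half of replicates also reaching 10%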
MrgX1 antag: antagonists of human MrgX1 receptor, primary screen, HEK293 cells, Fluo-4 calcium flux | actives 1.3% (n = 310,000) | Mas-related G-protein coupled receptor member X1 (Homo sapiens), Q96LB2 | BAM8-22 antagonism; active compounds read low | B-score at 10 µM;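 active means calcium-response B-score plate-corrected more than 3 library SD below zero, starting fluorescence within 5 deviations, no agonist response on first addition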;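 further: peak minus trough fluorescence over baseline after final BAM8-22 challenge near maximal dose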
TRPC6 inh: mouse TRPC6 channel inhibitors, primary screen, cell-based, HEK293, membrane potential dye | ACh-evoked depolarization; active compounds read low | Short transient receptor potential channel 6 (Mus musculus), Q61143 | actives 1.1% (n = 310,000) | B-score at 10 µM | AID 2553, 2010;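 active means B-score under library mean minus 3 SD, initial fluorescence not abnormally high, positive integrated signal ratio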;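 further: B-score derived from integrated fluorescence ratio over the kinetic read; more negative B-score means stronger inhibition of depolarization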
RGS4 inh: RGS4 inhibitors, primary screen, cell-based, HEK293 M3R inducible RGS4, calcium flux. actives 0.45% (n = 310,000). Fluo-4 calcium flux; active compounds read high; triggered by carbachol at its EC20. Regulator of G-protein signaling 4 (Homo sapiens), P49798. B-score at 10 µM;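 active means B-score, a plate-corrected calcium signal, over three deviations above library mean, with baseline fluorescence within five deviations of library mean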;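 further: RGS4 expression induced by doxycycline in cells with stable M3 receptor; B-score is computed from the integrated fluorescence ratio over baseline after carbachol; higher B-score means a larger calcium signal and so more RGS4 inhibition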
Target sequence (P49798 whole entry, looked up): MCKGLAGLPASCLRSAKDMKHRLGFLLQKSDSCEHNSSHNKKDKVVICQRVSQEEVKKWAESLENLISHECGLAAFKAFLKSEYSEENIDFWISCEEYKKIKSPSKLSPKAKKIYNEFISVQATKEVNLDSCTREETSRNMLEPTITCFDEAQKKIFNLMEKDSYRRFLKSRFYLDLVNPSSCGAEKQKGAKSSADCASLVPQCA
TRPC6 act: mouse TRPC6 channel activators, primary screen, cell-based, HEK293, membrane potential dye; Short transient receptor potential channel 6 (Mus musculus), Q61143; HEK293-TRPC6 membrane potential dye fluorescence; active compounds read high; B-score at 10 µM; actives 0.13% (n = 310,000); AID 2550, 2010;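 active means B-score of the integrated fluorescence ratio above library mean plus 3 SD, and starting fluorescence ratio within library mean plus 5 SD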;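 further: higher score means more depolarization so channel activation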
TRPC4 inh: inhibitors of mouse TRPC4 channel, primary screen, Fluo4 calcium, HEK293 TRPC4beta/mu-opioid cells. Short transient receptor potential channel 4 (Mus musculus), Q9QUQ5. AID 2247, 2010. actives 0.39% (n = 300,000). B-score at 10 µM. DAMGO-evoked Fluo4 calcium flux; active compounds read low;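 active means B-score over 3 SD under the library average, no early fluorescence shift, positive overall ratio signal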
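Assay system: HEK293 cells with stable TRPC4beta plus mu-opioid receptor expression. Dosing: single dose. Measured by: Fluo4 Ca2+ flux fluorescence. Also added: DAMGO in two steps, submaximal then maximal. Read-out: B score from integrated Fluo4 fluorescence ratio.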
Active calls of the source: *; i = inactive; · = not tested or not shown. The order is random (roughly 6.1% active in at least one column).

SMILES	MrgX1 agonist	SKKanGAS inh	MrgX1 PAM	Platelet DG rel	RGS4 act	HIF activator	MrgX1 antag	TRPC6 inh	RGS4 inh	TRPC6 act	TRPC4 inh
O=C(C1CCC(=O)N(C2CCCC2)C1)N1CCN(c2ccccc2Cl)CC1 (centres undefined)	i	-2	i	1	i	0.3	i	i	i	i	i
CNC(=O)COC(=O)c1ccc(NC(=O)CC#N)cc1	i	-5	i	-6	i	-0.3	i	i	i	i	i
CCN1CC(CN(C)Cc2nc(-c3ccc(OC)c4ccccc34)oc2C)CC1=O (centres undefined)	i	8	i	-5	i	0.0	i	i	i	i	i
N/C(=N\OC(=O)COc1ccc(Cl)cc1Cl)c1cccnc1	i	-8	i	-2	i	3.1	i	i	i	i	i
Nc1ccc(C(=O)N/N=C/c2sc(N3CCOCC3)nc2-c2ccccc2)cc1	i	8	i	16	i	0.0	i	i	i	i	i
COc1ccccc1OCc1nnc(SCC(=O)Nc2nnc(C3CC3)s2)n1C	i	2	i	-11	i	-0.1	i	i	i	i	i
COc1ccc(C2=NN(C(=O)c3ccccc3)C(c3ccc(OC)c(OC)c3)C2)c(O)c1 (centres undefined)	·	12	·	-1	i	1.0	·	i	i	i	-7*
CC(C(=O)N1c2ccccc2Sc2ccccc21)n1nnc(-c2cccs2)n1 (centres undefined)	i	4	i	4	i	·	i	i	i	i	i
Oc1ccc(NCc2cccc(OCc3ccccc3)c2)cc1	i	9	i	3	i	1.6	i	i	i	i	i
CCC(=O)Nc1ccccc1-c1nc2ccccc2[nH]c1=O	i	0	i	0	i	-1.1	i	i	i	i	i
Cc1c(Cl)cccc1N(CC(=O)NC(C)c1ccccc1)S(C)(=O)=O (centres undefined)	i	8	i	2	i	-0.3	i	i	i	i	i
O=C(COc1ccc2c3c(c(=O)oc2c1)CCCC3)NCc1ccccn1	i	-13	i	1	i	-0.5	i	i	i	i	i
CCN(c1ccccc1)S(=O)(=O)c1nnc(NC(=O)C(C)C)s1	i	2	i	11	i	-13	i	i	i	i	i
CS(=O)(=O)N(CC(=O)N1CCOCC1)c1ccccc1	i	3	i	8	i	0.0	i	i	i	i	i
CCOCCn1c(N2CCN(c3ccccc3)CC2)nc2c1c(=O)n(C)c(=O)n2C	i	-4	i	-1	i	0.1	i	i	i	i	i
COc1ccccc1/C=C/c1nc2ccccc2c(=O)o1	i	-2	i	0	i	2.0	i	i	i	i	i
Cc1ccc2ncnc(Nc3ccc(C)c(C)c3)c2c1	i	-3	i	11	i	0.3	i	i	i	i	i
Cc1ccc(-n2nc(C(=O)N3CCOCC3)cc2-c2ccc(Cl)cc2)cc1	i	2	i	-5	i	0.0	i	i	i	i	i
CC(C)Oc1ccc(C2CC(=O)N(c3cccc(C(=O)O)c3)C2=O)cc1 (centres undefined)	i	-3	i	-2	i	0.8	i	i	i	i	i
CCc1ccc(N(CC(=O)NC)S(C)(=O)=O)cc1	i	1	i	0	i	-0.6	i	i	i	i	i
Cc1cc(C)nc(NS(=O)(=O)c2ccc(NC(=S)NC(=O)C(C)C)cc2)n1	i	-4	i	-3	i	0.1	i	i	i	i	i
COc1ccc(OC)c(NC(=O)CSc2nnc(C)n2Cc2ccccc2)c1	i	-10	i	-1	i	-0.4	i	i	i	i	i
COc1cccc(C(c2sc3ncnn3c2O)N2CCc3ccccc3C2)c1 (centres undefined)	i	2	i	27	i	0.2	i	i	i	i	i
CCCc1cc(C(=O)Nc2ccc(Cl)cn2)cs1	i	15	i	3	i	-1.5	i	i	i	i	i
CC1CCCCC12NC(=O)N(CC(=O)Nc1cccnc1Cl)C2=O (centres undefined)	i	16	i	-5	i	-0.4	i	i	i	i	i
COc1ccc(C2CC(=O)C(C=NCCN3CCN(C(=S)Nc4ccccc4)CC3)=C(O)C2)cc1 (centres undefined)	i	1	i	1	i	0.9	i	i	i	i	i
CCN(CCCC(=O)c1ccc(F)cc1)CCc1ccccc1	i	-1	i	-3	-7.1*	-19	i	i	i	i	i
O=C(CSc1nnc(Cc2ccc(Cl)cc2)o1)Nc1ccccc1	i	-5	i	1	i	-0.4	i	i	i	i	i
OCCCn1c(C2CCCN2c2nc(-c3ccc(F)cc3)cs2)nc2cc(C(F)(F)F)ccc21 (centres undefined)	i	33	i	1	i	0.1	i	i	i	i	i
Cc1cc(OC(C)C(N)=O)nc(-c2ccccc2)n1 (centres undefined)	i	-18	i	0	i	0.4	i	i	i	i	i
COCCCNc1ncnc2sc3c(c12)CCC(C)C3 (centres undefined)	i	-2	i	1	i	0.3	i	i	i	i	i
COc1ccccc1N1CCN(S(=O)(=O)c2ccc(Cl)s2)CC1	i	-7	i	0	i	0.0	i	i	i	i	i
CN(C)CCCNC(=O)/C(=C/c1ccc(-c2ccc([N+](=O)[O-])cc2)o1)NC(=O)c1ccccc1	i	2	i	5	i	-1.1	-5.7*	i	i	i	i
COc1cccc(NC(=O)Nc2ccccc2SC)c1	i	11	i	5	i	0.5	i	i	i	i	i
CCOC(=O)N1CCC(NC(=O)c2ccc(CS(=O)(=O)c3ccc(OC)cc3)o2)CC1	i	-1	i	-2	i	-0.2	i	i	i	i	i
CCOc1ccc(N2CC(C(=O)N3CCCC3)CC2=O)cc1 (centres undefined)	i	0	i	-7	i	0.4	i	i	i	i	i
O=C(Cn1nnc(-c2ccccc2F)n1)NCc1ccco1	i	-16	i	1	i	-0.1	i	i	i	i	i
CC(C)(C)N1C(=O)[C@H]2[C@@H](c3ccc(Br)cc3)N3C(=O)N(c4ccccc4)C(=O)[C@@]3(C)[C@H]2C1=O	i	0	i	2	i	-0.4	i	i	i	i	i
COc1ccccc1C(=O)O/N=C(\N)c1ccccn1	i	4	i	3	i	-4.5	i	i	i	i	i
Cc1sc2ncnc(N3CCN(C(=O)c4ccco4)CC3)c2c1C	i	1	i	-5	i	0.1	i	i	i	i	i
Cc1ccccc1-n1c(C)nnc1SCC(=O)N(C)C1CCS(=O)(=O)C1 (centres undefined)	i	16	i	-1	i	-0.8	i	i	i	i	i
C=CC(=O)NCCCc1cc(C(C)(C)C)c(O)c(C(C)(C)C)c1	i	4	i	2	i	0.2	i	i	i	i	i
Cc1cc(C)n(C(C[N+](=O)[O-])c2ccc(Cl)cc2)n1 (centres undefined)	i	32	i	31	i	-0.1	i	i	14*	i	i
CCN(c1ccc(OC)cc1)S(=O)(=O)N1CCCC(C(=O)NCc2cccc(C)c2)C1 (centres undefined)	i	-3	i	-3	i	-0.1	i	i	i	i	i
CNC(=O)c1[nH]nc2c1CCc1ccccc1-2	i	-3	i	0	i	0.1	i	i	i	i	i
Cc1ccc(C(=O)Nc2cc3ccccc3oc2=O)cc1	i	-9	i	50*	i	-1.8	i	i	i	i	i
Cc1ccc(CCN2CC(C(=O)NCCCN3CCOCC3)CC2=O)cc1 (centres undefined)	i	-3	i	-3	i	0.0	i	i	i	i	i
CN(C)c1ccc(/C=N/N(CCO)C2=NS(=O)(=O)c3ccccc32)cc1	i	0	i	1	-7.9*	-13	i	i	i	i	i
Cc1noc(C)c1C(=O)Nc1nnc(-c2ccccc2)s1	i	2	i	-1	i	0.0	i	i	i	i	i
O=C(Nn1cnc2ccccc2c1=O)c1cccc(Cl)c1	i	4	i	6	i	1.3	i	i	i	i	i
O=C(/C=C/c1ccccc1)Oc1cccc2cccnc12	i	-2	i	2	i	0.1	i	i	i	i	i
FC(F)(F)c1cccc(N2CCN(Cc3cccnc3)CC2)c1	i	-2	i	8	i	0.1	i	i	i	i	i
CCCCOCCCNC(=O)/C=C/c1ccccc1Cl	i	-3	i	1	i	0.2	i	i	i	i	i
COc1cc(S(=O)(=O)N2CCN(C)CC2)c(OC)cc1Br	i	-1	i	0	i	-0.2	i	i	i	i	i
CCC1CCC(N2CCN(c3ccc(F)cc3)CC2)CC1 (centres undefined)	i	4	i	-1	i	-1.0	i	i	i	i	i
CCN1CCN(C(=O)CCN2C(=O)c3ccccc3C2=O)CC1	i	-14	i	0	i	-0.2	i	i	i	i	i
Cc1cc(=O)[nH]c(SCc2cc(Cl)ccc2OC(F)F)n1	i	4	i	-2	i	-5.6	i	i	i	i	i
COc1cccc(N=CC2=C(O)CCCC2=O)c1	i	1	i	3	i	1.3	i	i	i	i	i
O=CN1CC(=O)N(c2ccccc2)c2c([nH]c3ccccc23)C1	i	0	i	0	i	-0.4	i	i	i	i	i
C=COCCNC(=O)C(=O)NC(C)C	i	1	i	-3	i	-15	i	i	i	i	i
COc1ccccc1O	i	2	i	-4	i	-0.6	i	i	i	i	i

Fetched by compound from the entries so far, 5 records:
SMILES	MrgX1 agonist	SKKanGAS inh	MrgX1 PAM	Platelet DG rel	RGS4 act	HIF activator	MrgX1 antag	TRPC6 inh	RGS4 inh	TRPC6 act	TRPC4 inh
Cc1cc(C)n(C(C[N+](=O)[O-])c2ccc(Cl)cc2)n1 (centres undefined)	i	32	i	31	i	-0.1	i	i	14*	i	i
COc1cc(S(=O)(=O)N2CCN(C)CC2)c(OC)cc1Br	i	-1	i	0	i	-0.2	i	i	i	i	i
COc1ccc(OC)c(NC(=O)CSc2nnc(C)n2Cc2ccccc2)c1	i	-10	i	-1	i	-0.4	i	i	i	i	i
CCN(CCCC(=O)c1ccc(F)cc1)CCc1ccccc1	i	-1	i	-3	-7.1*	-19	i	i	i	i	i
COc1ccccc1C(=O)O/N=C(\N)c1ccccn1	i	4	i	3	i	-4.5	i	i	i	i	i
